Screening data deposited in PubChem BioAssay by several laboratories.
NF-kB neuron act – raises NF-kB expression in human neuronal cells. NF-kB reporter expression; stronger effect = higher value. fold change at 12.5 µM. hit rate 1.6% among 190,000. AID 1239; in the data active = fold change above about 3.3
Efa HMGR inh – E. faecalis class II HMG-CoA reductase inhibition; hit rate 0.41% among 190,000; inhibition, % at 10 µM; purified E. faecalis HMGR, NADPH absorbance 340 nm kinetic;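 active = inhibition above a set limit, the median over all tested compounds plus 3 SD, cut at about 9.5% in these data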;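 note: enzyme runs in reverse so mevalonate oxidation gives rising NADPH absorbance; 0% = complete reaction with DMSO and 100% = background rate lacking mevalonate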
APP transl inh – APP translation inhibition; inhibition, % at 2 µM; SH-SY5Y APP 5'UTR-luciferase reporter, luminescence; hit rate 0.82% among 190,000;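 active = inhibition above a set limit, derived from the sample mean plus 3 SD, cut at about 45% in these data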; note: values of inactives mirror those of a sister screen read the other way
FLuc inhib CS – Photinus pyralis luciferase inhibition counter-screen; P08659; ATPLite firefly luciferase biochemical luminescence, 10 min; inhibition, % at 10 µM; hit rate 1.5% among 200,000; AID 1006;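 active = inhibition above about 50% when tested at 10 µM, limit read from the data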
Target sequence (P08659 whole entry, looked up): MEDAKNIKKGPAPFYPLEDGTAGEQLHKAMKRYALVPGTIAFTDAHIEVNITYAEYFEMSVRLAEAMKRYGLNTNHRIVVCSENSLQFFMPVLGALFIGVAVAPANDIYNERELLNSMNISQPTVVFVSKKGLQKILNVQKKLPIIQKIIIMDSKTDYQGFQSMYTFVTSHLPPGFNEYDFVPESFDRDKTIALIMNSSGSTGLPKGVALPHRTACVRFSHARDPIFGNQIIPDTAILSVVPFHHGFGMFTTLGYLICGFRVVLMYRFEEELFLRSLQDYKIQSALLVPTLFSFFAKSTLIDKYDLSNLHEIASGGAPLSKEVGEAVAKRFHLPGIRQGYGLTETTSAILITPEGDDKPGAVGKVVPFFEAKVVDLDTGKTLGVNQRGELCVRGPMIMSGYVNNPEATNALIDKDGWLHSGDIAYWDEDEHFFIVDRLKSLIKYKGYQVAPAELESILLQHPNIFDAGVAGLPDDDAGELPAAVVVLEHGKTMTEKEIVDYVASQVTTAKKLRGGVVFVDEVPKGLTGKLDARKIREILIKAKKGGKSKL
FLuc act counter – firefly luciferase counter-screen for stimulation assays; ATPlite luciferase biochemical, luminescence, 10 min; 0 = ATP-free wells, 1 = DMSO control; activation factor at 10 µM; 200,000 tested, under 10 active; P08659;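 active = luciferase activation factor, scaled between plate controls, of at least 2 with compound at 10 µM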
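test system = cell-free luciferase reagent | medium = PBS as buffer for the ATP substrate | dosing = test compounds dosed from 2 mM stocks in 100% DMSO | incubation = 10 min at ambient temperature | detection = luminescence measurement of luciferase light output | benchmarks = low control with PBS replacing ATP, high control enzyme plus ATP without compound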
G6PDH CS – L. mesenteroides G6PDH inhibition counter-screen; Purified L. mesenteroides G6PDH, diaphorase/resazurin coupled fluorescence, 45 min; inhibition, % at 5 µM; hit rate 0.12% among 200,000; in the data active = inhibition above about 50%
STAT1 activator – STAT1 signaling activation; hit rate 2.6% among 200,000; activation (% of control), % at 5.5 µM; NIH 3T3 STAT1-luciferase reporter, IFN-gamma, luminescence; 100% = IFN-gamma alone, no compound;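 active = activation above the screen-wide mean activation plus 3 SD, cut at about 130% in these data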;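 note: raw ratio to IFN-gamma control signal so 100% means no change and 0% no light; values of inactives mirror those of a sister screen read the other way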
Hsp70 activator – transcriptional activators of Hsp70; HeLa Hsp70 promoter luciferase reporter, luminescence; scaled: vehicle 0, proteasome-inhibitor control 100%; hit rate 0.04% among 200,000; activation, % at 10 µM;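 active = activation above the mean across all tested compounds plus 3 SD, cutoff set per campaign, cut at about 5.5% in these data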;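 note: 100% = MG132 at 30 µM as the positive control and 0% = DMSO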
APP 5'UTR act – activates APP 5'UTR luciferase reporter. AID 1276. SH-SY5Y APP 5'UTR luciferase reporter, luminescence; zero percent = DMSO vehicle wells. activation, % at 2 µM. hit rate 1% among 190,000;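 active = activation above a set limit, based on mean plus 3 SD of controls, cut at about 140% in these data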; note: values of inactives mirror those of a sister screen read the other way
DTT redox prof – compounds producing H2O2 with reducing agent – biochemical, NIH compound library profiling, artefact control for MLSCN library redox annotation, primary screen. DTT-dependent redox cycling H2O2, phenol red/HRP absorbance; 100% = 100 µM peroxide control, 0% = buffer. activation, % at 10 µM. hit rate 0.03% among 200,000. AID 878;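 active = activation of at least 50% relative to the plate's high and low controls in the primary single-dose screen; inactive = activation below 50%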;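 note: compound incubated with DTT at 0.8 mM final as the reducing agent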
The depositor's hits bear a star; nt = not tested or not shown.

[1] Cc1ccc(NC(=O)c2ccc3c(c2)OCCO3)cc1S(=O)(=O)Nc1cccc(Cl)c1
[2] CCOc1ccc(N(CC(=O)Nc2ccc(C)c(C)c2)S(=O)(=O)c2c(C)noc2C)cc1
[3] CCCCN(C(=S)Nc1ccccc1)C1CCS(=O)(=O)C1 (stereo unspecified)
[4] ClC(Cl)c1nnc(-c2ccccc2)c(-c2c[nH]c3ccccc23)n1
[5] Cc1ccc(NC(=O)CN2C(=O)NC3(CCCc4ccccc43)C2=O)cc1S(=O)(=O)N1CCOCC1 (stereo unspecified)
[6] CCCCN(C)C(=O)CCCCn1c(=O)[nH]c2cc(OCC)c(OCC)cc2c1=O

screen / no.	1	2	3	4	5	6
NF-kB neuron act	1.2	0.95	1.1	1.3	0.96	0.83
Efa HMGR inh	-10	5	1	-5	-8	0
APP transl inh	-34	-14	-12	11	-2	3
FLuc inhib CS	16	0	-8	-8	-6	-9
FLuc act counter	0.8	1	1.1	1.1	1.1	1.1
G6PDH CS	0	8	5	3	3	2
STAT1 activator	114	89	89	104	100	90
Hsp70 activator	-0.3	0.1	-0.3	-0.2	0.1	-0.1
APP 5'UTR act	34	14	12	-11	2	-3
DTT redox prof	0.2	-0.2	3.2	2.0	-0.8	2.5

[7] COc1ccc(CC(=O)NC(C)c2nnc(SCC(=O)Nc3ccccc3F)n2C)cc1 (stereo unspecified)
[8] CN1OC(COC(=O)c2ccccc2)CC1c1ccccc1 (stereo unspecified)
[9] COC(=O)c1c(NC(=O)c2nc3ccccc3s2)sc2c1CCN(C(C)=O)C2
[10] CCN(CC)N=Nc1[nH]nc2nc(C)cc(C)c12
[11] COc1cccc(CC(NC(C)=O)C(=O)NC2CCN(c3nnnn3-c3ccccc3)CC2)c1OC (stereo unspecified)
[12] CCC(CC)C1C(C#N)=C(N)SC(N)=C1C#N

screen / no.	7	8	9	10	11	12
NF-kB neuron act	1.5	1.3	0.55	2	1.2	1.1
Efa HMGR inh	2	0	5	3	-4	1
APP transl inh	-5	-19	-12	-25	-4	18
FLuc inhib CS	-5	4	-2	2	-5	-7
FLuc act counter	1.1	1	1	1	1.1	1.1
G6PDH CS	0	-4	-3	-4	1	11
STAT1 activator	92	130*	110	118	99	87
Hsp70 activator	0.7	0.0	-0.2	-0.1	-0.1	-0.1
APP 5'UTR act	5	19	11	25	4	-18
DTT redox prof	-0.8	1.4	-0.9	-4.5	0.3	0.8

Three compounds drawn at random from those above, as already listed:
[10] CCN(CC)N=Nc1[nH]nc2nc(C)cc(C)c12
[8] CN1OC(COC(=O)c2ccccc2)CC1c1ccccc1 (stereo unspecified)
[7] COc1ccc(CC(=O)NC(C)c2nnc(SCC(=O)Nc3ccccc3F)n2C)cc1 (stereo unspecified)

screen / no.	10	8	7
NF-kB neuron act	2	1.3	1.5
Efa HMGR inh	3	0	2
APP transl inh	-25	-19	-5
FLuc inhib CS	2	4	-5
FLuc act counter	1	1	1.1
G6PDH CS	-4	-4	0
STAT1 activator	118	130*	92
Hsp70 activator	-0.1	0.0	0.7
APP 5'UTR act	25	19	5
DTT redox prof	-4.5	1.4	-0.8

(continued)
[13] O=C(c1cccnc1)N1CCC(Oc2ccc(C(=O)N3CCCCO3)cc2)CC1
[14] CC1(C)OC(=O)C(=NNc2ccc(O)cc2)C(=O)O1
[15] O=C(O)CSc1nccn1-c1cccc(Cl)c1
[16] O=C(COc1ccc2ccccc2c1CN1CCOCC1)N1CCc2ccccc21
[17] Cc1cc(C(F)(F)F)nc(SCC(=O)Nc2cc(C)on2)n1
[18] COc1ccc(/C=C/C(=O)NCc2cn(C)nc2C)cc1COc1ccc(Cl)cc1Br

screen / no.	13	14	15	16	17	18
NF-kB neuron act	0.92	1.4	1.2	0.67	1.3	1.2
Efa HMGR inh	-7	1	-1	-3	-1	4
APP transl inh	20	9	-6	21	-9	-3
FLuc inhib CS	-6	-5	-4	-2	-5	-6
FLuc act counter	1.1	1	1	1	1	1.1
G6PDH CS	4	18	4	-2	-2	-2
STAT1 activator	102	87	100	102	101	103
Hsp70 activator	-0.4	0.0	-0.3	0.1	-0.3	0.1
APP 5'UTR act	-20	-9	6	-21	9	3
DTT redox prof	-0.1	-4.2	0.3	2.8	-0.5	-7.6

[19] CC(C)CNS(=O)(=O)c1cc(C(=O)N2CCOCC2)c(Cl)cc1Cl
[20] COc1ccc(CCN2CC(C(=O)Nc3cccc(C(C)=O)c3)CC2=O)cc1OC (stereo unspecified)
[21] CC(C)CNC(=S)NC(=O)c1ccc(F)cc1
[22] C/C(=C\c1ccccc1)CN1CCN(Cc2ccc(C)o2)C(CCO)C1 (stereo unspecified)
[23] COc1ccc(S(=O)(=O)n2nc(OC(=O)C3CCCCC3)cc2N)cc1
[24] O=C(CCN1C(=O)c2ccncc2C1=O)Nc1cc(F)ccc1F

screen / no.	19	20	21	22	23	24
NF-kB neuron act	1.1	1.6	1.6	1.2	1.3	1.3
Efa HMGR inh	-4	-2	0	-4	2	-3
APP transl inh	16	-13	-19	10	-5	-4
FLuc inhib CS	-6	-3	1	-9	0	-8
FLuc act counter	1.1	1	1	1.1	1	1.1
G6PDH CS	2	12	-1	10	8	7
STAT1 activator	101	97	127	96	93	104
Hsp70 activator	-0.3	-0.1	-0.2	0.2	0.0	-0.2
APP 5'UTR act	-16	13	19	-10	5	4
DTT redox prof	0.2	-2.1	-0.1	1.1	-0.2	0.1

3 structures from above, sorted by formula weight, largest number first:
[20] COc1ccc(CCN2CC(C(=O)Nc3cccc(C(C)=O)c3)CC2=O)cc1OC (stereo unspecified)
[19] CC(C)CNS(=O)(=O)c1cc(C(=O)N2CCOCC2)c(Cl)cc1Cl
[23] COc1ccc(S(=O)(=O)n2nc(OC(=O)C3CCCCC3)cc2N)cc1

screen / no.	20	19	23
NF-kB neuron act	1.6	1.1	1.3
Efa HMGR inh	-2	-4	2
APP transl inh	-13	16	-5
FLuc inhib CS	-3	-6	0
FLuc act counter	1	1.1	1
G6PDH CS	12	2	8
STAT1 activator	97	101	93
Hsp70 activator	-0.1	-0.3	0.0
APP 5'UTR act	13	-16	5
DTT redox prof	-2.1	0.2	-0.2

Following part.
[25] CCOc1ccc(-n2c(C)nc3cc(C(=O)NCCN4CCOCC4)ccc32)cc1
[26] COc1ccc(N2CCN(C(=O)c3ccc4nc(N5CCCCC5)sc4c3)CC2)cc1
[27] CC(C)NC(=O)C1CC(=O)N(C(C)c2ccccc2)C1 (stereo unspecified)
[28] O=C(Cc1ccc(F)cc1)Nc1cccc(-c2ccc3nncn3n2)c1
[29] O=C(Nc1cccn(Cc2c(Cl)cccc2Cl)c1=O)C1CC1
[30] COc1cccc2[nH]c3c(N4CCCCC4)ncnc3c12

screen / no.	25	26	27	28	29	30
NF-kB neuron act	1	1.6	1.2	1.2	1.1	1.8
Efa HMGR inh	-3	-2	0	-5	2	3
APP transl inh	11	-1	5	2	-10	-16
FLuc inhib CS	-8	-4	-4	-6	-5	11
FLuc act counter	1.1	1	1	1.1	1	0.9
G6PDH CS	8	5	2	-4	-4	9
STAT1 activator	95	107	100	92	92	110
Hsp70 activator	-0.3	-0.4	-0.2	-0.2	-0.4	-0.5
APP 5'UTR act	-11	1	-5	-2	10	16
DTT redox prof	-4.0	-1.5	0.0	8.6	-2.0	0.2

[31] Cn1c(CNC(=O)Cc2ccc3c(c2)OCO3)nnc1SCc1ccccc1
[32] COC(=O)c1c(N)sc(C(=O)N2CCOCC2)c1C
[33] CC(C)C(=O)NC(c1ccccc1Cl)c1c(O)ccc2ccccc12 (stereo unspecified)
[34] Cc1ccc(NCC(=O)N/N=C\c2cccc(O)c2)cc1
[35] CCOC(=O)C1CCN(c2ccc(C(N)=O)cc2[N+](=O)[O-])CC1
[36] O=Cc1cccn1-c1sc2c(c1C(=O)O)CCCC2

screen / no.	31	32	33	34	35	36
NF-kB neuron act	1.1	1.1	0.91	1.1	1.1	1.5
Efa HMGR inh	-14	0	-2	-4	-7	3
APP transl inh	3	14	-8	-9	12	6
FLuc inhib CS	-3	-2	-7	10	-5	-1
FLuc act counter	1	1	1.1	0.9	1	1
G6PDH CS	2	-6	4	2	-6	4
STAT1 activator	101	93	108	104	98	94
Hsp70 activator	0.0	0.1	-0.2	-0.2	-0.3	-0.3
APP 5'UTR act	-3	-14	8	9	-12	-6
DTT redox prof	2.1	-1.8	1.3	-2.2	0.0	0.1

[37] Cc1cc(=O)[nH]c(=S)n1-c1ccccc1
[38] CCCCCc1ccc(CC(=O)O)cc1
[39] CCOC(=O)Cc1csc(SCC(=O)Nc2cc(C)ccc2OC)n1
[40] Cc1c(Cl)cccc1NC(=O)Cn1nnc(C(=O)NCc2cccs2)c1N
[41] COc1ccc(N2CCN(C(=O)CCCn3c(=S)[nH]c4cc5c(cc4c3=O)OCO5)CC2)cc1
[42] c1ccc2nc(N3CCOCC3)c(N3CCOCC3)nc2c1

screen / no.	37	38	39	40	41	42
NF-kB neuron act	0.93	1.1	1.1	1.1	0.89	2.7
Efa HMGR inh	-2	0	3	-9	-5	0
APP transl inh	5	2	11	20	14	2
FLuc inhib CS	-3	-1	-7	-5	-8	-9
FLuc act counter	1	1	1.1	1	1.1	1.1
G6PDH CS	15	3	2	9	-3	4
STAT1 activator	97	103	106	96	87	98
Hsp70 activator	-0.2	-0.1	-0.2	0.3	0.0	-0.3
APP 5'UTR act	-5	-2	-11	-20	-14	-2
DTT redox prof	1.3	-0.4	-1.1	-1.9	-0.5	-2.0

[43] Cc1cccc(C(=O)N2CCN(c3ncnc4c3cnn4-c3ccccc3)CC2)c1
[44] COc1cc(CN2CCN(c3cccc(Cl)c3)CC2)cc(OC)c1OC
[45] CSc1ccccc1NC(=O)c1c(C)noc1C
[46] ONC(=Nc1ccc(Cl)cc1)c1ccc(Cl)cc1
[47] O=C(OCC(=O)N1CCc2ccccc2C1)c1cccc([N+](=O)[O-])c1

screen / no.	43	44	45	46	47
NF-kB neuron act	0.57	1.1	1	0.94	1.1
Efa HMGR inh	5	-3	5	-2	-10
APP transl inh	2	-7	23	nt	6
FLuc inhib CS	-6	-3	-11	-2	-5
FLuc act counter	1.1	1	1.1	1	1
G6PDH CS	2	6	18	-16	-13
STAT1 activator	91	106	104	110	98
Hsp70 activator	0.1	0.1	-0.2	-0.1	-0.3
APP 5'UTR act	-2	7	-23	nt	-6
DTT redox prof	0.2	1.6	1.0	1.4	0.1
